# HttQ103 aggreg: reduces HttQ103-GFP aggregates in PC12 cells | PC12 HttQ103-GFP aggregates, Acumen cytometry, 40 h | Potency, µM (doses to about 46.1 µM), inactives show at the top dose activity change, negative = inhibition, actives largely listed as inhibitors | 1.1% of 220,000 active; also: potency is read from the fitted curve at half-maximal effect; % is scaled to controls: 0 for no effect and ±100 for the full control effect; nearly all actives have a fitted effect of over 60% in size
#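 Read-out: GFP aggregate count by laser scanning cytometer (488 nm excitation, 500-530 nm emission, 1–25 µm objects >6 SD above background). Cells: PC12, inducible HTTex1-Q103-GFP, 100 nM tebufenozide; compounds titrated.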
# IMPase Li inh: membrane-permeable IMPase blocker, potentiated with lithium | CHO-M1 cells, IP1 TR-FRET (IP-One), carbachol + lithium | Potency, µM (top dose mostly 59.4 µM), inactives show at the highest dose activity, negative = IMPase inhibition, actives largely listed as inhibitors | 0.35% of 210,000 active;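 also: IP1 builds up when IMPase is blocked and the TR-FRET signal falls; potency is read from the fitted curve at half-maximal effect; plate controls were basal vehicle for no effect and high inhibitor control for full effect; nearly all actives have a fitted effect of over 50% in size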
#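 CHO cells stably expressing M1 receptor (2000/well, cultured 16–30 h) treated 30 min at 37C with compound plus low lithium. Cytosolic IP1 by TR-FRET (665/620 ratio and 620 channel) after 10 min lysis; AC50 by Hill fit.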
# KinaseGlo FLuc: counter-screen: inhibitors of Kinase-Glo firefly luciferase; Kinase-Glo luciferase, ATP luminescence, 8 min; Q27757; 0.28% of 200,000 active; Potency, µM (titrated, usually from 38.3 µM), for the others: at the highest dose activity change, negative = inhibition, hits mostly inhibitors; also: potency is read from the fitted curve at half-maximal effect; % is scaled to controls: 0 for no effect and ±100 for the full control effect; nearly all actives have a fitted effect of over 60% in size
#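 Compound is pinned into ATP-containing buffer (10 uM ATP, imidazole pH 7.2, 7 mM MgCl2). Kinase-Glo luciferase reagent is then added. Light output is recorded following an 8-min room-temperature incubation.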
# Epigenetic derep: derepresses silenced GFP reporter in murine cells; murine LDR cells, GFP reporter derepression, 30 h; 0.2% of 280,000 active; Potency, µM (titrated, usually from 53.9 µM), inactives show at the highest dose GFP activation, usual class: activators; also: potency is read from the fitted curve at half-maximal effect; % of control where 0% means no effect; nearly all actives have a fitted effect of over 60% in size
#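 Murine LDR cells carrying a silenced, genomically integrated CMV-driven GFP reporter were exposed to compound for 30 hours at 37 C. After PBS washes, GFP-positive cells (20–120 um objects) were counted by laser-scanning microplate cytometry.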
# NPSR antagonist: blocks cAMP signaling of the human neuropeptide S receptor; 1% of 220,000 active; Potency, µM (titrated, usually from 38.3 µM), inactives show at the highest dose activity change, negative = inhibition, most hits filed as inhibitors; Q6W5P4; CHO-NPSR cells, cAMP TR-FRET, antagonist mode; AID 1461; also: potency is read from the fitted curve at half-maximal effect; % is scaled to controls: 0 for no effect and ±100 for the full control effect; nearly all actives have a fitted effect of over 50% in size; many of its hits are not listed in these tables
# CBFb-RUNX1 inh: blocks binding between human CBF-beta and RUNX1; Q01196+Q13951; AlphaScreen CBFb-His/RUNX1-biotin binding, biochemical; Potency, µM (titrated, usually from 59.8 µM), without a hit: top-dose activity, negative = inhibition, usual class: inhibitors; 230,000 tested, under 10 active; also: % of control where 0% means no effect
#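 AlphaScreen proximity signal reports loss of binding between His-tagged CBF-beta and biotin-labelled RUNX1, each at 30 nM. Proteins are pre-associated for 20 minutes, compounds added for 15 minutes, then beads for 90 minutes, all at ambient temperature.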
# L3MBTL1 inh: inhibitors of human L3MBTL1 | Q9Y468 | AlphaScreen L3MBTL1–H3K9me1 peptide binding | Potency, µM (series often up to 57.1 µM), inactives show at the top dose activity, negative = inhibition, usual class: inhibitors | 0.66% of 230,000 active | AID 485360; also: potency is read from the fitted curve at half-maximal effect; % is scaled to controls: 0 for no effect and ±100 for the full control effect; nearly all actives have a fitted effect of over 60% in size
# Target sequence (Q9Y468 whole entry, looked up): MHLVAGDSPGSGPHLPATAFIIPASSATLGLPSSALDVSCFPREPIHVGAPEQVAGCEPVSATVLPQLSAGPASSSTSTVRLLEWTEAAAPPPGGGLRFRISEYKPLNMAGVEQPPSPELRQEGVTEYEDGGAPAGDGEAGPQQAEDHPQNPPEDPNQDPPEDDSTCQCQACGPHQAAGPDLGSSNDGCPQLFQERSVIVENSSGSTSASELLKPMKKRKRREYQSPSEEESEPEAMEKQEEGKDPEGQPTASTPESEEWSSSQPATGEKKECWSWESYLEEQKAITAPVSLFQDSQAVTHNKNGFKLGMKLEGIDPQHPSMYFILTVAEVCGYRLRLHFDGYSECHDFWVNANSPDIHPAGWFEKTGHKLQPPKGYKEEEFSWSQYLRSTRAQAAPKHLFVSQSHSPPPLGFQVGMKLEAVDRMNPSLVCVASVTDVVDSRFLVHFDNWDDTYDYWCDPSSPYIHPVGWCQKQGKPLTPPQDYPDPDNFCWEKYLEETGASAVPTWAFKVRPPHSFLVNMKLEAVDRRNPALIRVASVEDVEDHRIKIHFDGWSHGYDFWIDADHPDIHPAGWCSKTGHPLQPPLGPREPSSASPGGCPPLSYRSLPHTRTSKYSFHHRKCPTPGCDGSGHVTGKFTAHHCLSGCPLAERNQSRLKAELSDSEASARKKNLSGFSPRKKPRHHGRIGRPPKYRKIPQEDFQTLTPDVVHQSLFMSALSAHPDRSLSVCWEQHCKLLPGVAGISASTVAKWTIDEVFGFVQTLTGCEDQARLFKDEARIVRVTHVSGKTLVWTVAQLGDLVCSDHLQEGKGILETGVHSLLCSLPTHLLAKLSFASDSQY
#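 AlphaScreen assay: L3MBTL1 (50 nM final) was preincubated 30 min at room temperature with biotinylated H3(1-15)K9me1 peptide (75 nM final), then 30 min with library compounds; streptavidin donor and nickel chelate acceptor beads (10 ug/mL final) added, 30 min dark.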
# Active calls of the source: *; ? = inconclusive; / = not tested or not shown; [ ] = remark or other dose. Calls follow the shape of the dose curve; as a rule, active = well fitted curve in the direction sought with a large enough effect; inconclusive = small, poorly fitted or top-dose-only effect, or another doubt; inactive = no such curve, though single readings can be large; an effect the other way counts as inactive or inconclusive. Not all compounds are listed; rates above refer to the full screens.
SMILES,HttQ103 aggreg,IMPase Li inh,KinaseGlo FLuc,Epigenetic derep,NPSR antagonist,CBFb-RUNX1 inh,L3MBTL1 inh
Cc1cnc(NC(=O)[C@H](C)N2C(=O)C3CCCCC3C2=O)s1 (stereo partly specified),-24%,2%,2%,0.8%,5%,-5%,/
FC(F)(F)c1ccc(N2CCN(c3ncnc4c3nnn4Cc3ccccc3Cl)CC2)cc1,-15%,14%,2%,-1.0%,-16%,5%,20%[11.4 µM]
CN1C(=O)CC(N2CCN(C(c3ccccc3)c3ccccc3)CC2)C1=O (stereo unspecified),15%,13%[38.3 µM],7%,0.3%,-9%[46.1 µM],12%,-1%
O=C(CSc1nc2nc(-c3cccs3)cc(C(F)(F)F)c2c(=O)[nH]1)NCc1ccco1,28%,8.9µM*,0%,-1.4%,11%[46.1 µM],-3%,-18%
O=C(CS(=O)(=O)c1ccccc1)NCc1ccco1,/,-4%,-4%,-0.1%,10%,-1%,-3%
Cc1nnc(Oc2ccccc2F)c2ccccc12,-7%,-13%[38.3 µM],-1%,0.8%,-6%[7.67 µM],-29%,-7%
CN(C)C(=O)CSc1nnc(-c2cnccn2)n1C,-10%,-4%,2%,0.0%,-6%[46.1 µM],-9%,-2%
O=C1NC(=O)C(Nc2cccc3ccccc23)S1 (stereo unspecified),-2%,1%,2%,-0.1%,-6%,-7%,20%[11.4 µM]
N#Cc1c(-n2cccc2C=O)sc2c1CCCC2,-21%,0%,0%,-0.1%,-19%,-1%,/
C=CCn1c(CCC(=O)Nc2ccc(C)c(Cl)c2)nnc1SCC(=O)Nc1ccccc1C,8%,12%,4%,-0.9%,-7%[46.1 µM],2%,?
CC(=O)N1C=Cc2c(c(C)c3c([nH]c4ccccc43)c2C)C1,-33%[9.22 µM],/,/,?,-24%,2%,/
Cc1ccccc1CC1(CO)CCCN(C(=O)c2ccc(F)cc2)C1 (stereo unspecified),8%,/,/,-0.6%,10%,10%,-4%
CCOC(=O)Cc1c(C)nc(Cc2ccc(OC(C)C)cc2)[nH]c1=O,-9%,-3%,-1%,1.5%,8%,1%,?
O=C(COC(=O)c1ccco1)Nc1nc2ccc([N+](=O)[O-])cc2s1,-20%[9.22 µM],/,/,1.5%,-14%,-2%,3%
CCOC(=O)c1sc2nc(CSc3nc4ccccc4n3CC)[nH]c(=O)c2c1C,-10%,-19%[38.3 µM],-2%,0.0%,-9%[46.1 µM],-8%,-1%
O=C(/C=C/c1ccccc1)Nc1cccc(C(=O)O)c1,-10%[9.22 µM],-6%,-19%,-0.7%,-4%,4%,1%
Cc1ccc2nsnc2c1S(=O)(=O)N1CCCC1,-5%,6%[38.3 µM],-3%,-1.6%,6%[46.1 µM],-2%,-3%
CC(=O)Nc1nc(SCC(=O)NCc2ccc(F)cc2)[nH]c(=O)c1NC(=O)c1cccs1,-11%,-10%,-1%,1.1%,15%,11%,/
CCOC(=O)c1[nH]c2c(c1-c1ccccc1)C(=O)CC(c1ccc(OCC)cc1)C2 (stereo unspecified),0%,-11%,-2%,1.3%,-6%,5%[2.36 µM],-2%
Cc1ccc(C)c(NC(=O)CSc2nnc(CNC(=O)c3cccs3)o2)c1,7%,3%,2%,0.1%,-7%,8%,/
Cc1ccc(S(=O)(=O)N2CCCC(C(=O)NNCC(=O)Nc3cc(F)ccc3F)C2)cc1 (stereo unspecified),4%,-3%,-3%,-0.1%,2%,1%,-5%
COc1ccc(NC(=O)c2ccc(C#CC(C)(C)O)cc2)cc1,4%,-2%,-1%,-1.0%,15%,-3%,39%[activator]
CC(=O)c1ccc(-n2nnnc2SCC(=O)N2CCN(C(=O)c3ccco3)CC2)cc1,8%,2%[38.3 µM],-2%,-1.0%,-9%[46.1 µM],4%,10%
COc1cc(OC)c(NC(C)C(=O)N2CCCC2)cc1Cl (stereo unspecified),19%,3%,-1%,0.1%,-2%,-11%,-3%
CC(=O)OCc1c(C(F)(F)F)nn(C)c1Oc1cccc(C(F)(F)F)c1,16%,-3%[38.3 µM],-3%,-0.3%,-21%[46.1 µM],8%,15%

# Complete entries as entered above:
# `O=C(/C=C/c1ccccc1)Nc1cccc(C(=O)O)c1` across the screens: HttQ103 aggreg = -10%[9.22 µM]; IMPase Li inh = -6%; KinaseGlo FLuc = -19%; Epigenetic derep = -0.7%; NPSR antagonist = -4%; CBFb-RUNX1 inh = 4%; L3MBTL1 inh = 1%
# `Cc1ccc(S(=O)(=O)N2CCCC(C(=O)NNCC(=O)Nc3cc(F)ccc3F)C2)cc1` (stereo unspecified) across the screens: HttQ103 aggreg = 4%; IMPase Li inh = -3%; KinaseGlo FLuc = -3%; Epigenetic derep = -0.1%; NPSR antagonist = 2%; CBFb-RUNX1 inh = 1%; L3MBTL1 inh = -5%

# The list goes on.
SMILES,HttQ103 aggreg,IMPase Li inh,KinaseGlo FLuc,Epigenetic derep,NPSR antagonist,CBFb-RUNX1 inh,L3MBTL1 inh
CN(NC1OC(=O)c2ccccc21)c1c([N+](=O)[O-])cc(C(F)(F)F)cc1[N+](=O)[O-] (stereo unspecified),14%[9.22 µM],/,/,-1.1%,31%,-4%,-4%
Cc1ccc(OCC(=O)Sc2ccc(C)cc2)cc1,-9%,32%[38.3 µM],1%,-2.7%,-2%[46.1 µM],-3%,/
COc1ccccc1N1N=C(c2cccs2)CC1c1ccccc1 (stereo unspecified),-17%,-16%,4%,-1.8%,-31%,?,221%[activator]
COc1cc(/C=N/N2CCN(C3c4ccccc4-c4ccccc43)CC2)cc(OC)c1OC,-16%,2%,4%,0.0%,-30%,-2%,-1%
COc1ccccc1NC(=S)NC(=O)c1ccc(Cn2cc(Br)cn2)cc1,23%,20%,-5%,2.2%,-19%,-5%,-5%
Cc1ccc2c(C)c(C(=O)Nc3ccc(S(N)(=O)=O)cc3)oc2c1C,-6%[9.22 µM],0%,-1%,-0.7%[10.1 µM],-2%,-10%,-13%
CCOC(=O)c1c(NC(=O)COC(=O)c2ccc(O)cc2)sc(C(=O)N(C)C)c1C,19%,?,4%,-2.6%,-22%,3%,-19%
O=C(NC1CCCC1)C(c1ccc(Cl)cc1)N1CCOCC1 (stereo unspecified),-13%,24%[38.3 µM],1%,-0.8%,-2%[46.1 µM],?,-3%
O=C(CSc1nc2[nH]ncc2c(=O)[nH]1)c1ccc(Cl)cc1,24%[9.22 µM],?,2%,3.1%,-2%,5%,-4%
CC(C)=CCC[C@](C)(O)C1CC=C(C)CC1 (stereo partly specified),-1%,2%,-3%,0.0%,/,25%,/
COc1ccc(C(=O)c2coc3c2C(=O)C(=O)c2ccccc2-3)cc1,13%[9.22 µM],/,/,3.5%,?,-18%,-19%
Cc1ccc([N+](=O)[O-])cc1N/C=C/C(=O)c1ccco1,-7%,14%[38.3 µM],-1%,2.8%,-4%[46.1 µM],-3%,-7%
Cc1ccc(-c2[nH]ncc2CNCCc2cnn(-c3ccccc3)c2)cc1C,13%[9.22 µM],/,/,-0.8%,?,-2%,-12%
O=C(C1CCCCC1)N1CCN(c2nc(-c3ccc(F)cc3)cs2)CC1,-4%,17%,-3%,-0.1%,-43%,10%,10%
CCOc1cc(C(=O)N2CCCC2)cc(OCC)c1OCC,-5%,16%[38.3 µM],-2%,-3.1%,0%[46.1 µM],11%,12%[11.4 µM]
C=C(C)Cn1c(CCCNC(=O)C(C)(C)C)nc2ccccc21,0%,-5%,-5%,-4.9%,-20%[46.1 µM],-1%,37%[activator]
Cc1ccc(NC(=O)CCSc2ccccn2)cc1,-4%,2%,-4%,-0.9%,1%,7%,-3%
Cc1nnsc1C(=O)NC(C)c1ccccc1 (stereo unspecified),0%,-9%,0%,1.1%,9%,4%,/
COCc1nnc(NC(=O)c2sc3ccccc3c2Cl)s1,22%,-20%[38.3 µM],-5%,1.9%,-10%[46.1 µM],4%,0%
COc1cc([N+](=O)[O-])cc(/C=N/NC(=O)Cn2nc(C)cc2C)c1O,4%[9.22 µM],/,/,-1.1%,4%,?,?
COc1ccc(C(=O)CSc2nnc(-c3cccnc3)n2Cc2ccco2)cc1,0%,-1%[38.3 µM],0%,0.7%,3%[46.1 µM],3%,-4%
O=C(NCc1ccco1)c1sc(=S)n2c1[nH]c(=O)c1ccccc12,-11%,/,/,1.0%,-10%[46.1 µM],-8%,-20%
Fc1cccc(-n2ncc(-c3nnnn3-c3ccccc3)c2C(F)(F)F)c1,-8%,12%,1%,-1.0%,-11%,-1%,29%
CC(C)CC(=O)NC(=S)N1CCN(c2ccc([N+](=O)[O-])cc2Cl)CC1,-3%,3%,6%,-1.6%,-34%,-7%,-2%
COc1cc(OC)cc(C(=O)NCc2cccnc2)c1,1%,-9%[38.3 µM],2%,0.9%,13%[46.1 µM],10%,5%[11.4 µM]
SMILES,HttQ103 aggreg,IMPase Li inh,KinaseGlo FLuc,Epigenetic derep,NPSR antagonist,CBFb-RUNX1 inh,L3MBTL1 inh
CCOc1ccccc1CNS(=O)(=O)c1ccc2c(c1)oc(=O)n2C,-15%,-2%[38.3 µM],-1%,0.0%,-8%[46.1 µM],-1%,/
CCC(=O)N(Cc1cc2ccccc2[nH]c1=O)C(C)C,-11%,19%[38.3 µM],2%,5.2%,4%[46.1 µM],1%,/
CCN(CC)CCN(Cc1cc2ccc(C)cc2[nH]c1=O)C(=S)Nc1ccccc1C(=O)OC,12%[9.22 µM],9%,0%,-1.1%,24%,1%,42%[activator]
O=C(NC1CCN(C(=O)Nc2ccccc2)CC1)C1CCCCC1,12%,-14%[38.3 µM],-1%,-4.9%,-1%[46.1 µM],8%,4%
Oc1ccccc1/C=N/Nc1cc(N2CCCC2)nc(N2CCCC2)n1,?,19%,-2%,0.0%,-52%,-29%,?
Cn1c(SCC(=O)Nc2ccc(F)cc2F)nnc1-c1cccnc1,-19%,18%[38.3 µM],6%,-0.8%,6%[46.1 µM],-10%,-3%
CCOc1cc(/C=C2\SC(=O)N=C2N)ccc1O,-13%,16%,1%,-3.0%,-15%,4%,-5%
N=C1C(c2nc3ccccc3s2)=C(O)CN1NC(=O)c1ccc([N+](=O)[O-])cc1,-27%,8%,-5%,1.5%,?,-12%,-15%
Cc1sc2ncnc(NCCCO)c2c1C,-3%,4%[38.3 µM],-1%,0.0%,6%[46.1 µM],-1%,-4%
COc1ccccc1/C=C/C=N\N1CCN(Cc2ccccc2Cl)CC1,3%,10%,-3%,?,-27%,-2%,-17%
Cc1ccc2[nH]c(-c3cccc(N)c3)cc2c1,1%,-10%[38.3 µM],-2%,0.0%,-8%[46.1 µM],-16%,-17%
Cc1ccccc1OCC1CNC(=O)O1 (stereo unspecified),9%[9.22 µM],-1%,1%,-3.8%,9%,0%,7%

# Screens (PubChem BioAssay)
